Source: PubChem (National Center for Advancing Translational Sciences (NCATS))
Tb PYK inh: qHTS of Trypanosoma Brucei Inhibitors; TbPYK enzyme, Kinase-Glo Plus ATP luminescence, 45 min; 410,000 compounds, 0.12% hits; pyruvate kinase (Trypanosoma brucei), Q57TT1; Potency, µM (series often up to 76.8 µM), without a hit: at the top dose activity, negative = inhibition, most hits filed as inhibitors; further: potency means the concentration at half of the fitted maximal effect; nearly all actives have a fitted effect of over 50% in size
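ADP (130 uM final) triggers the TbPYK reaction after compound addition; incubation is 45 min at room temperature. Kinase-Glo Plus is then added and luminescence imaged. Normalized data are fitted to concentration-effect curves.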
HCMV antiviral: qHTS Assay for inhibitors of the human cytomegalovirus (HCMV); HFF cells, HCMV-luciferase reporter, 72 h; hits give low values; 410,000 compounds, 4.5% hits; AID 1259415, 2018; activity change, negative = inhibition, % at 57.5 µM; in the data active means activity change below about -60%; inconclusive means no clear call, values can overlap the other calls; inactive means above about -39%
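Compounds were evaluated in HFFs infected with an HCMV luciferase reporter virus (MOI 1 PFU/cell). Luciferase in lysates collected 72 h post infection served as the replication measure.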
AmpC no deterg: qHTS Inhibitors of AmpC Beta-Lactamase (assay without detergent); P00811; AmpC nitrocefin hydrolysis, absorbance 480 nm, 0.0001% Triton; Potency, µM (series often up to 57.1 µM), without a hit: top-dose activity change, negative = inhibition, actives largely listed as inhibitors; 330,000 compounds, 0.52% hits; AID 485341, 2010;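 further: potency means the concentration at half of the fitted maximal effect; plate controls were no compound for no effect and no enzyme for full effect; nearly all actives have a fitted effect of over 20% in size; some results filed as inactive show a strong effect at the top dose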
Target sequence (P00811 whole entry, looked up): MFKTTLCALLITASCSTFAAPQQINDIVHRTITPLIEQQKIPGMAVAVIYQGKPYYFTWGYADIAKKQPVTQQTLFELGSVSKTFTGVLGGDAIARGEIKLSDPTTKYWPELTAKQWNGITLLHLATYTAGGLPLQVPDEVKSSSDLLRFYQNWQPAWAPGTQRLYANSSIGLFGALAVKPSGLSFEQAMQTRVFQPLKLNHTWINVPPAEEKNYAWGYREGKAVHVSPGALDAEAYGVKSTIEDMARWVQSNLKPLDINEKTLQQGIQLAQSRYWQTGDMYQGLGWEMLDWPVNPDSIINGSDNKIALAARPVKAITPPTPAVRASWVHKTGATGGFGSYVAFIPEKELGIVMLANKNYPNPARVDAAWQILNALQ
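AmpC (5.3 nM in the dispensed reagent) in 20 mM phosphate pH 7.0 with 0.01% (detergent screen) or 0.0001% Triton X-100 was preincubated with compounds for 15 min at room temperature. Nitrocefin was then added from an 800 uM solution, and hydrolysis was followed at 480 nm.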
Sm TGR inh: qHTS Assay for the Inhibitors of Schistosoma Mansoni Peroxiredoxins | Schistosoma mansoni thioredoxin glutathione reductase (TGR), Q962Y6 | purified TGR, DTNB reduction, TNB absorbance 405 nm | 360,000 compounds, 3% hits | Potency, µM (series often up to 114 µM), for the others: at the highest dose activity change, negative = inhibition, hits mostly inhibitors | AID 485364, 2010; further: potency means the concentration at half of the fitted maximal effect; nearly all actives have a fitted effect of over 60% in size
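First, TGR (20 nM dispensed) and NADPH were mixed with compound. Second, a 15 min room-temperature incubation followed. Third, further NADPH and then DTNB were added to start the reaction. Finally, TNB absorbance was monitored kinetically.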
AmpC detergent: qHTS Inhibitors of AmpC Beta-Lactamase (assay with detergent) | P00811 | AmpC hydrolysis of nitrocefin, absorbance 480 nm, 0.01% Triton | Potency, µM (titrated, usually from 114 µM), for the others: at the highest dose activity change, negative = inhibition, actives largely listed as inhibitors | 370,000 compounds, 0.041% hits | AID 485294, 2010;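 further: potency means the concentration at half of the fitted maximal effect; 0% = no-compound wells and -100% = no-enzyme wells; nearly all actives have a fitted effect of over 25% in size; some results filed as inactive show a strong effect at the top dose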
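20 mM phosphate pH 7.0 + 0.01% (detergent screen) or 0.0001% Triton X-100; 5.3 nM AmpC reagent; cpd preinc 15 min RT; nitrocefin (800 uM stock) to start; A480 q20 s × 4 min; Activity was normalised to no-enzyme and no-compound control wells.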
AMA1-RON2 inh: qHTS for Inhibitors of AMA1-RON; Towards Development of Antimalarial Drug Lead: Primary Screen; Potency, µM (titrated, usually from 58.2 µM), without a hit: at the top dose activity change, negative = inhibition, usual class: inhibitors; AID 720542, 2013; Plasmodium falciparum AMA1 (3D7) - RON2 peptide interaction; 360,000 compounds, 0.2% hits; AlphaScreen AMA1-biotinylated RON2 peptide binding;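 further: potency means the concentration at half of the fitted maximal effect; 0% = vehicle wells and -100% = peptide control; nearly all actives have a fitted effect of over 45% in size; some results filed as inactive show a strong effect at the top dose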
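AMA1 (3D7) with his tag at 25 nM final met compounds first, then biotinylated RON2 peptide at 25 nM; detection used donor plus acceptor beads, 10 µg/mL apiece, read by AlphaScreen after 30 min at room temperature.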
LmPK inh: qHTS Assay for Inhibitors of Leishmania Mexicana Pyruvate Kinase (LmPK) | Potency, µM (top dose mostly 57.5 µM), without a hit: at the top dose activity change, negative = inhibition, actives largely listed as inhibitors | purified LmPK, Kinase-Glo ATP luminescence, 1 h | Q27686 | 290,000 compounds, 0.37% hits; further: potency means the concentration at half of the fitted maximal effect
Target sequence (Q27686 whole entry, looked up): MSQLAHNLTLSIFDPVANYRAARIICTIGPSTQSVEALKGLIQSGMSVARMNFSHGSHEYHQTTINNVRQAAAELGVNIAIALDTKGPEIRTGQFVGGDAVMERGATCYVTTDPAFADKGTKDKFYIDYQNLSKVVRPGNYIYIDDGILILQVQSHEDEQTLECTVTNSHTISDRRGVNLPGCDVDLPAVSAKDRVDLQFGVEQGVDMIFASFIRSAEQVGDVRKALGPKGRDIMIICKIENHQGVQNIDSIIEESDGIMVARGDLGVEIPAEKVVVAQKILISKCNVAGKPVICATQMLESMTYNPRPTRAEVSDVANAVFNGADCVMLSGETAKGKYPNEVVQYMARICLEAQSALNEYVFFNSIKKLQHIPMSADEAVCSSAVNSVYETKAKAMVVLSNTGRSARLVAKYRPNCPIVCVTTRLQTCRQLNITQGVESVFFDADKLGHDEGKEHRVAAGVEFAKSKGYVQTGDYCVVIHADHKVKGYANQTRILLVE
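In 50 mM imidazole pH 7.2 with 7 mM MgCl2, LmPK (0.1 nM) turned over PEP (0.5 mM) and ADP (0.1 mM) for 1 h at room temperature. Luciferase read-out of ATP.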
* hit, by the source's call; ? = inconclusive; . = not tested or not shown; & = joins results of further samples; [ ] = another dose, or the depositor's remark. Unless noted, the call rests on the fitted dose curve; in most records, active means well fitted curve in the direction sought with a large enough effect; inconclusive means small, poorly fitted or top-dose-only effect, or another doubt; inactive means no such curve, though single readings can be large; an effect the other way counts as inactive or inconclusive. Unless noted, on the % scale 0 is the no-effect control and ±100 the full control effect.

Preview:
entry | Compound | Tb PYK inh | HCMV antiviral | AmpC no deterg | Sm TGR inh
1 | O=C1OCCC1Sc1nc2cc(Cl)ccc2n1Cc1ccccc1 (stereo not given) | ? | 27 | -15% | 0%
2 | O=C(NCC1CC1)c1ccc2c3n(nc2c1)-c1ccccc1CO3 | ? | 59 | -9% | 10%
3 | CC(C)Oc1ccc(C(=O)NCCCNC(=O)c2cccnc2)cc1 | -5% | 61 | -16% | -14%
4 | O=S(=O)(Nc1cccnc1)c1cccc(C(F)(F)F)c1 | 2% | 10 | -8% | -4%
5 | O=c1[nH]c(=O)n(-c2ccccc2)c(O)c1C=NC12CN3CN(CN(C3)C1)C2 | . | -4 | -18% | ?
6 | CC(CC(=O)N(C)C1CCCCC1)S(=O)(=O)c1ccc2c(c1)NC(=O)CO2 (stereo not given) | 1% | -26 | -4% | 0%

entry | AmpC detergent | AMA1-RON2 inh | LmPK inh
1 | -6% | 17% | 16%
2 | 1% | -6% | 14µM*
3 | -14% | -13% | 5%
4 | 0% | -10% | 0%
5 | 0% | . | 2%
6 | -7% | -1% | 1%

The list itself, repeating the preview:
entry | Compound | Tb PYK inh | HCMV antiviral | AmpC no deterg | Sm TGR inh
1 | O=C1OCCC1Sc1nc2cc(Cl)ccc2n1Cc1ccccc1 (stereo not given) | ? | 27 | -15% | 0%
2 | O=C(NCC1CC1)c1ccc2c3n(nc2c1)-c1ccccc1CO3 | ? | 59 | -9% | 10%
3 | CC(C)Oc1ccc(C(=O)NCCCNC(=O)c2cccnc2)cc1 | -5% | 61 | -16% | -14%
4 | O=S(=O)(Nc1cccnc1)c1cccc(C(F)(F)F)c1 | 2% | 10 | -8% | -4%
5 | O=c1[nH]c(=O)n(-c2ccccc2)c(O)c1C=NC12CN3CN(CN(C3)C1)C2 | . | -4 | -18% | ?
6 | CC(CC(=O)N(C)C1CCCCC1)S(=O)(=O)c1ccc2c(c1)NC(=O)CO2 (stereo not given) | 1% | -26 | -4% | 0%
7 | CCCOc1ccc(-c2nnc(-c3ccncc3)o2)cc1 | 1% | 23 | -23% | 0%
8 | CC1(c2ccccc2Br)NC(=O)N(CC(=O)NC2CCCCC2)C1=O (stereo not given) | -3% | -12 | 3% | 7%

entry | AmpC detergent | AMA1-RON2 inh | LmPK inh
1 | -6% | 17% | 16%
2 | 1% | -6% | 14µM*
3 | -14% | -13% | 5%
4 | 0% | -10% | 0%
5 | 0% | . | 2%
6 | -7% | -1% | 1%
7 | ? | -27% | -2%
8 | -12% | -3% | .

Next structures follow:
entry | Compound | Tb PYK inh | HCMV antiviral | AmpC no deterg | Sm TGR inh
9 | O=C(Nc1ccc(OC(F)(F)F)cc1)c1ccccc1-n1cnnn1 | 2% | -10 | -14% | .
10 | COc1ccc(Cl)cc1S(=O)(=O)N(C)CC(=O)N1CCCC1 | -15% | -9 | -3% | 7%
11 | COc1ccccc1OCc1ccc(C(=O)Nc2ccccc2)cc1 | 2% | -39 | -41% | -9%
12 | CC(=O)NC(Cc1ccc(C)cc1)C(=O)NC1CCN(S(=O)(=O)c2ccccc2)CC1 (stereo not given) | -3% | -5 | 73%[activator] | -2%
13 | CCN(CC)CP(=O)(c1ccccc1)c1ccccc1 | 3% | 0 | -4% | -21%
14 | N#Cc1ccc(C23OCCN2CCn2c3c3ccccc3[n+]2[O-])cc1 (stereo not given) | -1% | 5 | -12% | .
15 | CCCCCN(C(=O)CCC(=O)OCc1cc(C)ccc1C)c1c(N)n(CCCC)c(=O)[nH]c1=O | 1% | . | 32% | -11%
16 | CCC(CC)C(=O)Nc1ccc(OCc2cc(=O)n3c4c(sc3n2)CCCC4)cc1 | -9% | -17 | . | -14%

entry | AmpC detergent | AMA1-RON2 inh | LmPK inh
9 | . | 8% | .
10 | -13% | -3% | -1%
11 | -5% | -2% | .
12 | 2% | 7% | -3%
13 | -11% | 8% | -2%
14 | . | 40%[activator] | .
15 | -1% | -8% | .
16 | 2% | . | .

The listing continues.
entry | Compound | Tb PYK inh | HCMV antiviral | AmpC no deterg | Sm TGR inh
17 | Cc1ccc(S(=O)(=O)Nc2ccc(O)c3ncccc23)cc1 | 0% | 19 | -32% | -4%
18 | COc1ccc(N2CCN(C(=O)CSc3nc(-c4ccccc4)no3)CC2)cc1 | -3% | 28 | . | 6%
19 | COC(=O)C1=NNC2(c3ccc(Cl)cc3)C(=O)N(c3ccccc3)C(=O)C12 (stereo not given) | -6% | -16 | -13% | 5%
20 | C=CCNC(=S)NCc1cccnc1 | -12% | ? | -25% | -5%
21 | COc1ccc(/C=N/NC(=O)c2ccncc2)c(C(=O)O)c1OC | 4%&0% | 17 | -11% | 4%
22 | CCOC(=O)/C=c1\s/c(=C\c2ccc(-c3ccccc3)cc2)c(=O)n1CC(=O)NCc1ccc2c(c1)OCO2 | -14% | ? | ? | -9%
23 | COc1ccc(S(=O)(=O)N(CC(=O)NCc2cccnc2)C2CCCCC2)cc1OC | 13% | 12 | 44% | 12%
24 | COc1ccc(C(=O)Nc2ccc(NC(=O)c3ccco3)c(Cl)c2)cc1OC | -3% | -25 | -30% | 3%

entry | AmpC detergent | AMA1-RON2 inh | LmPK inh
17 | 1% | -49% | 2%
18 | 4% | . | .
19 | ? | ? | 1%
20 | 1% | 9% | 0%
21 | 1% | 12% | -3%
22 | -12% | -5% | 0%
23 | 5% | -5% | 2%
24 | 0% | -27% | 1%

Following part.
entry | Compound | Tb PYK inh | HCMV antiviral | AmpC no deterg | Sm TGR inh
25 | O=C(Nc1ccc(Cl)c(Cl)c1)OCc1cnc(Cl)s1 | -7% | 1 | -24% | 8%
26 | Cc1cc(-c2nc3ncccc3o2)ccc1NC(=O)c1ccc([N+](=O)[O-])o1 | -12% | 0 | . | .
27 | Cc1ccc(N2CN(S(=O)(=O)c3cccc([N+](=O)[O-])c3)c3nc4ccccc4nc32)cc1 | -2% | 30 | 1% | 45µM*
28 | COc1ccc(C(N)c2csc(Nc3ccc(C(=O)c4ccccc4)cc3)n2)cc1 (stereo not given) | -5% | -3 | . | .
29 | O=C1C2C3C=CC(C3)C2C(=O)N1c1cccc(N2C(=O)C3C4C=CC(C4)C3C2=O)n1 (stereo not given) | -2% | 41 | -2% | -20%
30 | COCC1=C(C(=O)OC)C(c2cccs2)n2ncnc2N1 (stereo not given) | 5% | 18 | -2% | -1%
31 | CNC(=O)COC(=O)c1cc(SC)ccc1Cl | -1% | ? | -16% | 0%
32 | CC(C)(C)C(=O)NC(NC(=S)Nc1sc2c(c1C#N)CCCC2)C(Cl)(Cl)Cl (stereo not given) | -13% | 75 | 1.1µM* | 5%

entry | AmpC detergent | AMA1-RON2 inh | LmPK inh
25 | -5% | -1% | 3%
26 | . | -10% | .
27 | 3% | -13% | -12%
28 | . | 24% | .
29 | 0% | -5% | 1%
30 | 2% | 15% | 3%
31 | ? | -15% | 6%
32 | -7% | 7% | 1%

(next part)
entry | Compound | Tb PYK inh | HCMV antiviral | AmpC no deterg | Sm TGR inh
33 | O=C1c2ccccc2C(=O)N1Cc1nc2ccccc2c(=O)n1-c1ccc(Br)cn1 | -2% | -5 | 8% | -5%
34 | O=C(COc1ccccc1O)N1CCN(C(=O)c2ccco2)CC1 | 1% | -9 | -15% | -25%
35 | O=C(NCc1ccco1)c1cccc(Nc2nc3ccc(Br)cc3[nH]2)c1 | 2% | -1 | -35% | 1%
36 | CC(=O)NCCC1CCCCN1Cc1nc(Cc2cccc(C(F)(F)F)c2)no1 (stereo not given) | -23% | -22 | 119%[activator] | 2%
37 | Cc1cc(C)nc(SCc2ccc([N+](=O)[O-])cc2)n1 | -2% | -16 | 5% | 7%
38 | Cc1ccc(C(C(=O)NC(C)(C)C)N(C(=O)c2csnn2)c2ccccc2F)o1 (stereo not given) | -6% | 5 | -2% | -28%
39 | CC#C[C@@H](CC)c1ccc2ccn(C)c2c1 | 4% | -11 | -10% | -30%
40 | COc1ccc(OC)c(C(=O)N(C[C@H]2CC[C@@H]([C@@H]3CC[C@H](CO)O3)O2)C(C(=O)NC(C)(C)C)c2ccc(-c3ccccc3)cc2)c1 (stereo not given in full) | 5% | 2 | 150%[activator] | .

entry | AmpC detergent | AMA1-RON2 inh | LmPK inh
33 | ? | -8% | 1%
34 | ? | 5% | 6%
35 | -3% | -1% | 6%
36 | 8% | -7% | 11%
37 | 1% | 0% | 1%
38 | ? | -4% | 5%
39 | 1% | -16% | .
40 | . | 9% | .

(continued)
entry | Compound | Tb PYK inh | HCMV antiviral | AmpC no deterg | Sm TGR inh
41 | O=C1N2CCSC2=NC1(Nc1nccs1)C(F)(F)F (stereo not given) | -3% | 36 | -14% | -1%
42 | COC(=O)c1ccc2c(c1)N(Cc1cc(C)ccc1C)C(=O)c1ccccc1S2=O (stereo not given) | . | . | -9% | 0%
43 | COc1cc(NC(=O)c2ccco2)c(OC)cc1NC(=O)Nc1ccccc1Cl | -1% | ? | 32% | -4%
44 | COc1ccc(NC(=O)N(C)C[C@H]2Oc3ncc(Br)cc3C(=O)N([C@H](C)CO)C[C@@H]2C)cc1 | -13% | -3 | . | .
45 | COc1ccc(-n2c(CN3CCOCC3)nc3ccc([N+](=O)[O-])cc3c2=O)c(OC)c1 | -7% | 51 | 96%[activator] | 45µM*
46 | Cc1ccc(-c2nnc(CSc3nc4cc5c(cc4cc3C)OCO5)o2)cc1 | -2% | -36 | -30% | 12%
47 | O=S(=O)(c1ccc(S(=O)(=O)N2CCN3CCCC3C2)cc1)N1CCCC1 (stereo not given) | 0% | 3 | ? | -2%
48 | COc1ccc(CC(=O)Nc2c(C(=O)Nc3ccc(F)cc3)oc3ccccc23)cc1OC | 6% | -21 | . | 2%
49 | COc1ccc(S(=O)(=O)Nc2cccc3c2O[C@H](CN(C)Cc2ccc(Cl)c(Cl)c2)[C@@H](C)CN([C@H](C)CO)C3=O)cc1 | 4% | -3 | 180%[activator] | .

entry | AmpC detergent | AMA1-RON2 inh | LmPK inh
41 | -2% | 20% | -6%
42 | 0% | . | 2%
43 | -3% | -5% | -1%
44 | . | -4% | .
45 | -12% | 2% | 0%
46 | -18% | -2% | 1%
47 | 1% | -4% | 7%
48 | 12% | . | .
49 | . | -2% | .

This is a random part of the collection, and some 7.4% of all compounds hit somewhere here.
